# OX1R antag-1 – blocks the human orexin 1 receptor | O43613 | AID 485270 | OX1R-expressing cells, FRET antagonist read-out | hit rate 1.8% among 330,000 | inhibition, % at 6.6 µM; in the data active means inhibition mostly above about 38%, no sharp cut-off; inactive means mostly below about 40%;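 further: 0% = agonist challenge alone and 100% = reference antagonist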
# Target sequence (O43613 whole entry, looked up): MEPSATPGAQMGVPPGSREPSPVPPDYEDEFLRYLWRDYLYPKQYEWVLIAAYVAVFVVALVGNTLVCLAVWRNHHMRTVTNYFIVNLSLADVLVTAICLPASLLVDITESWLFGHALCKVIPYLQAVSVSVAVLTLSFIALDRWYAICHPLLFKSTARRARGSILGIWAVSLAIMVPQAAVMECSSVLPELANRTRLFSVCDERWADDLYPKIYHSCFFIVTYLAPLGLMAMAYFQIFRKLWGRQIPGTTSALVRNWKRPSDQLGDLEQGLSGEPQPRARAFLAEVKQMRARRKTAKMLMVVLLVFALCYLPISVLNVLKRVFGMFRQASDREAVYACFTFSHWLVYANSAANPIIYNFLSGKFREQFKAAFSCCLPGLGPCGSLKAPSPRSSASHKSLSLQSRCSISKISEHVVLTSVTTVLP
# OX1R antag-2 – human HCRTR1 antagonism | O43613 | CHO/OX1R cells, Fluo-8 calcium fluorescence, orexin A | inhibition, % at 5 µM | hit rate 0.43% among 330,000 | AID 434989;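 active means inhibition above its plate's threshold, mean inhibition of all tested compounds on the plate plus 3 SD, cut at about 37% in these data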;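 further: 0% = orexin A challenge wells and 100% = SB-334867-A antagonist wells; not every result past the cut was called active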
# Numbers without * were called inactive. Outcome played no part in choosing rows, and some 2.1% of all compounds hit somewhere here.
OX1R antag-2,OX1R antag-1,smiles
-32.5,-3.5,CCOC(=O)N1CCC(N2C(=O)c3ccccc3C2Nc2cc(OC)c(OC)c(OC)c2)CC1 (centres undefined)
0.0,6.3,CCS(=O)(=O)N1CCN(C(=O)c2cccs2)CC1
-32.5,17.4,Cc1cc(C)cc(C(=O)NC(CC(N)=O)c2ccc(N3CCN(c4ccccc4)CC3)c([N+](=O)[O-])c2)c1 (centres undefined)
-26.7,12.1,Cc1ccc(-c2csc3ncnc(N4CCN(C)CC4)c23)cc1C
-8.0,16.7,Fc1ccc(-c2n[nH]c(=S)n2CC2CCCO2)cc1 (centres undefined)
-10.8,5.2,CNc1ccccc1NC(=O)C1CCCN1C(=O)OCc1ccccc1 (centres undefined)
-0.8,21.9,O=C(NC(=S)N1CCN(c2ccccc2)CC1)c1c(F)cccc1F
-10.5,47.8,COc1cccc(NC(=O)C2CCCC2)c1
-17.9,3.6,COc1ccc(N2CCN(C(=O)Cn3cnc4c(cnn4-c4ccc(C)cc4)c3=O)CC2)cc1
-12.1,19.7,COc1cc(/C=N/NC(=O)NC2CCCCC2)cc(OC)c1O
-12.1,23.1,CCc1nc(C)cn1S(=O)(=O)c1cc([N+](=O)[O-])ccc1Cl
-2.6,5.6,O=C(c1cccc(S(=O)(=O)N2CCOCC2)c1)N(Cc1ccco1)Cc1cccs1
-16.9,10.6,CCN(C[C@H]1N[C@@](CC)(C(=O)OC)[C@H]2C(=O)N(Cc3ccccc3)C(=O)[C@@H]12)S(=O)(=O)c1ccc(C)cc1
17.1,99.2*,CCOC(=O)c1c(C)[nH]c(C(=O)OCC(=O)Nc2sccc2C(N)=O)c1C
-10.8,9.2,CCCCc1nc(Cl)c(C#N)c2c1CCC2
1.3,29.2,Cc1ccc(C(=O)N/C(=C/c2ccco2)C(=O)O)cc1
-12.0,0.2,COc1ccc(N2CCN(CCCNC(=O)C3CCN(S(=O)(=O)N4CCOCC4)CC3)CC2)cc1
-15.1,24.1,COCCn1c(C)cc(C(=O)CN2c3cccc4cccc(c34)S2(=O)=O)c1C
1.4,13.1,CC1CCN(S(=O)(=O)N2CCC(C(=O)NCc3cccnc3)CC2)CC1
-3.2,11.8,Cc1ncc([N+](=O)[O-])n1CCOC(=O)Nc1ccc(Cl)c(Cl)c1
-50.6,38.5*,COC(=O)c1ccc(Oc2nc(Nc3ccc(C)c(C)c3)nc(N(C)C)n2)cc1
-16.1,20.3,Cc1c(O)c(S(=O)c2ccccc2)c(=O)n(-c2ccccc2)c1-c1ccccc1 (centres undefined)
-28.5,21.2,Cc1ccc2c(CSc3nnc(C4CC4)n3N)cc(=O)oc2c1C
-16.5,10.0,Cc1ccc2c(c1)C(c1ccncc1)=NNC(c1cccnc1)=N2
-2.6,4.6,COc1cc(CN2CCN(Cc3ccc(C)cc3)C(CCO)C2)ccc1O (centres undefined)
-16.9,7.1,OC(COCc1ccccc1)CN1CCN(c2ccccc2F)CC1 (centres undefined)
-14.3,7.0,S=C(NCC1COc2ccccc2O1)Nc1ccccc1 (centres undefined)
-13.8,6.7,COc1cc2c(cc1OC)C(c1ccsc1)CC(=O)N2 (centres undefined)
-0.7,41.0,COc1cc(NC(=O)c2ccccc2[N+](=O)[O-])ccc1NC(=O)c1cc2ccccc2o1
-22.4,21.6,Cc1ccc(N2Cc3ccccc3C2=O)cc1

# Sorted by count of non-hydrogen atoms (high to low): part of the list above.
OX1R antag-2,OX1R antag-1,smiles
-17.9,3.6,COc1ccc(N2CCN(C(=O)Cn3cnc4c(cnn4-c4ccc(C)cc4)c3=O)CC2)cc1
-15.1,24.1,COCCn1c(C)cc(C(=O)CN2c3cccc4cccc(c34)S2(=O)=O)c1C
17.1,99.2*,CCOC(=O)c1c(C)[nH]c(C(=O)OCC(=O)Nc2sccc2C(N)=O)c1C
-10.5,47.8,COc1cccc(NC(=O)C2CCCC2)c1

# The results go on.
OX1R antag-2,OX1R antag-1,smiles
-20.0,16.5,COc1ccc(C(=O)NCc2nnc(SCC(=O)Nc3nnc(C)s3)o2)cc1OC
-46.5,2.8,CCc1ccc(N(C(=O)c2ccco2)C(C(=O)NC2CCCC2)c2ccncc2)cc1 (centres undefined)
2.3,6.5,CC1(C(=O)N2CCN(c3ccc([N+](=O)[O-])cc3)CC2)CC1(Cl)Cl (centres undefined)
-8.2,15.3,CC(=O)Nc1cc2c(cc1NC(=O)Cn1nc(-c3ccc(F)cc3)ccc1=O)OCCO2
7.5,5.9,CCCNC(=O)CN1C(=O)NC(CCSC)C1=O (centres undefined)
-8.3,11.2,Cc1nc(SCC(=O)N(C)C2CCCCC2)[nH]c(=O)c1Cc1ccccc1
-10.6,-8.9,COC(=O)c1[nH]c2ccc(F)cc2c1NC(=O)Nc1ccc(OC)cc1
-25.5,0.9,CC(CC(=O)N1CCN(S(=O)(=O)c2ccc(Cl)cc2)CC1)n1cncn1 (centres undefined)
-12.2,-4.2,CC1=NOC(=O)/C1=C/c1ccc(O)c(Br)c1
-13.9,2.6,O=C(c1cc2ccccc2oc1=O)N(c1ccccc1)C1C=CS(=O)(=O)C1 (centres undefined)
-10.8,18.0,CCc1sc(N)nc1-c1ccccc1
4.4,15.6,Cc1cc(C(=O)Nc2sc(C)c(C)c2C#N)no1
-13.2,20.3,COc1cc(C2C(C#N)=C(N)N(N(C)C)C3=C2C(=O)CCC3)cc(OC)c1OC (centres undefined)
37.5,22.6,CC(N=c1ccccn1C(=O)Nc1ccc(Cl)cc1)c1ccco1 (centres undefined)
-1.9,-2.4,CCN(CC)S(=O)(=O)c1ccc(C(=O)N2CCCCC2)cc1
-27.4,18.6,N#Cc1c2c(c(NCc3cccnc3)n3c1nc1ccccc13)CCC2
-35.5,13.1,CCOC(=O)c1c(NC(=S)N2CCOCC2)sc(C)c1C
-1.7,10.5,COc1ccc(CCC(=O)OCC(=O)Nc2ccc(C)c(S(=O)(=O)N(C)C)c2)cc1
-10.7,60.0,CC(=O)Oc1ccc(Cl)cc1/C=C/c1ccc2ccccc2n1
-9.3,40.2,O=C(NC(=S)N1CCOCC1)c1ccc([N+](=O)[O-])cc1
-29.6,17.2,CN(Cc1ccno1)Cc1cn(Cc2ccccc2)nc1-c1ccc2c(c1)OCO2
-19.4,20.6,O=C(CN(Cc1ccccc1)C(=O)CNS(=O)(=O)c1ccc(F)cc1)NCc1ccco1
-1.4,9.2,CC(=O)c1nn(-c2cccc(Br)c2)cc1C(=O)c1ccc(Br)cc1
-4.7,16.9,CCCc1ccc(OCc2nc(-c3ccc(NC(=O)c4cccs4)cc3)no2)cc1
-2.5,34.2,O=C(Nc1cccc([N+](=O)[O-])c1)c1ccc2nsnc2c1
-20.3,19.6,Cc1ccc(-n2c(C)c(C)c3c(N)ncnc32)cc1
-6.0,91.1*,COc1ccccc1N1CC(C(=O)Nc2ccc(S(=O)(=O)N3CCOCC3)cc2)CC1=O (centres undefined)
-7.2,16.2,Cc1cccc(CSc2ncccc2C(=O)O)c1
-9.4,9.2,O=S(=O)(Nc1ccc(Cl)nn1)c1ccccc1
1.5,7.9,CC1CCc2c(nc3ncnn3c2N2CCN(c3ccccc3F)CC2)C1 (centres undefined)

OX1R antag-2,OX1R antag-1,smiles
-7.2,20.3,O=C(Nc1cccc(C(F)(F)F)c1)Nc1ccon1
-3.5,22.9,C=CCNC(=O)CSc1nc2sccc2c(=O)n1-c1ccccc1
-15.3,14.5,COC(=O)c1c(NC(=O)c2ccccc2[N+](=O)[O-])sc2c1CC(C)(C)NC2(C)C
-28.4,7.1,CCOC(=O)C1=C(COC(=O)c2cccnc2SC)NC(=O)NC1C (centres undefined)
-3.6,36.1,CC1CCN(c2ccc(-c3ccc(NC(=O)C(F)(F)F)cc3)nn2)CC1
-7.7,10.7,Cc1ccc(OCCC(=O)OCC(=O)Nc2cc(S(=O)(=O)N(C)C)ccc2C)cc1
-19.8,18.1,O=C(c1ccco1)N(Cc1ccc([N+](=O)[O-])cc1)c1ccc(Cl)cc1
-11.5,13.8,Cc1ccnc(SCc2cn3c(C)cc(C)nc3n2)n1
-31.7,15.4,CC(=O)N1CCN(S(=O)(=O)c2cccc(C(=O)Nc3ccc(OC(F)F)cc3)c2)CC1
-4.4,13.0,CSc1ccc(/C=C2/C(=N)N3N=C(CC(=O)N4CCCC4)SC3=NC2=O)cc1
-18.9,34.6,O=C(O)C(Cc1ccccc1)Nc1ccc([N+](=O)[O-])cc1[N+](=O)[O-] (centres undefined)
-0.8,7.2,C[C@H]1O[C@@H](O[C@H]2CC[C@@]3(C)C(CC[C@]4(C)C3C=CC3=C5CC(C)(C)CC[C@]5(CO)[C@H](O)C[C@]34C)[C@]2(C)CO)[C@H](O)[C@@H](O[C@@H]2O[C@H](CO)[C@@H](O)[C@H](O)[C@H]2O)[C@H]1O (some centres undefined)
-5.4,21.9,O=C(CS(=O)(=O)c1cn(CC(=O)N2CCOCC2)c2ccccc12)NCc1ccccc1
-20.6,3.7,O=C(COC(=O)[C@@H]1CC(O)CN1S(=O)(=O)c1ccc2c(c1)OCCO2)Nc1cc(F)ccc1F (some centres undefined)
-21.3,2.5,CCN(C(=O)CSc1nc(C)nc2sc(C)c(C)c12)c1ccc(F)cc1
-1.4,13.8,COC(=O)c1ccccc1NC(=O)CN(Cc1ccccc1)S(C)(=O)=O
-3.8,33.1,N#Cc1cc2c(N)c(C(=O)Nc3ccccc3)sc2nc1N
-25.0,15.0,CC1CC(C)CN(C(=O)COC(=O)C2CCN(S(=O)(=O)c3ccc4c(c3)OCCO4)CC2)C1 (centres undefined)
-24.4,7.8,Nc1c(C(=O)O)sc2nc3c(cc12)CCCC3
-9.4,26.3,Nc1nnc(SCC(=O)Nc2sc3c(c2C(=O)c2ccccc2)CCCC3)s1
-1.2,11.4,CN(C)S(=O)(=O)c1ccc(NC(=O)c2ccncc2)cc1
-25.4,24.1,Cc1ccc(S(=O)(=O)c2cc3c(=O)n4ccccc4nc3n(Cc3ccco3)c2=N)cc1C
-10.0,18.3,CCN1CCCC1CNC(=O)Cn1cnc2ccc(S(=O)(=O)N3CCC(C)CC3)cc2c1=O (centres undefined)
-22.9,9.4,CCN(CC)S(=O)(=O)c1csc(C(=O)NCc2ccccc2)c1
-28.0,17.4,O=C(N/N=C/c1cccc(Br)c1)C1CC(=O)N(c2ccccc2)C1 (centres undefined)
-8.3,6.4,O=c1[nH]c(/C=C2\C=Nc3ccccc32)c(O)n1Cc1ccccc1F
-20.9,12.2,Cc1ccccc1N1CC(C(=O)Nc2nnc(SCCN3CCOCC3)s2)CC1=O (centres undefined)
-14.1,22.4,COc1cccc(N2CC(=O)N(NC(=O)CSc3nc(C)cc(C)c3C#N)CC2=O)c1
-14.8,5.3,O=C(O)CSCC(=O)NCc1ccc(Cl)cc1Cl
-10.8,9.1,CCOC(=O)N1CCN(C(=O)COc2cccc3c2CCN(CC)C3=O)CC1

# Reprinted at random: 2 records from the list.
OX1R antag-2,OX1R antag-1,smiles
-20.6,3.7,O=C(COC(=O)[C@@H]1CC(O)CN1S(=O)(=O)c1ccc2c(c1)OCCO2)Nc1cc(F)ccc1F (some centres undefined)
-25.0,15.0,CC1CC(C)CN(C(=O)COC(=O)C2CCN(S(=O)(=O)c3ccc4c(c3)OCCO4)CC2)C1 (centres undefined)

# Reprinted from the listing (six entries):
OX1R antag-2,OX1R antag-1,smiles
-7.2,20.3,O=C(Nc1cccc(C(F)(F)F)c1)Nc1ccon1
-3.5,22.9,C=CCNC(=O)CSc1nc2sccc2c(=O)n1-c1ccccc1
-15.3,14.5,COC(=O)c1c(NC(=O)c2ccccc2[N+](=O)[O-])sc2c1CC(C)(C)NC2(C)C
-28.4,7.1,CCOC(=O)C1=C(COC(=O)c2cccnc2SC)NC(=O)NC1C (centres undefined)
-3.6,36.1,CC1CCN(c2ccc(-c3ccc(NC(=O)C(F)(F)F)cc3)nn2)CC1
-7.7,10.7,Cc1ccc(OCCC(=O)OCC(=O)Nc2cc(S(=O)(=O)N(C)C)ccc2C)cc1

# Continuation.
OX1R antag-2,OX1R antag-1,smiles
-10.4,15.3,OCC1(Cc2ccccc2)CCN(Cc2cccc(F)c2F)CC1
-3.8,12.6,NC(=O)c1nsc(C(=O)N(CCc2ccccc2)C(C(=O)NC2CCCC2)c2ccco2)c1N (centres undefined)
-15.9,4.8,CCOC(=O)N1CCN(C(=O)CN(c2ccc(C)c(C)c2)S(=O)(=O)c2ccccc2)CC1
-26.0,10.7,CCC(C(=O)NCc1ccco1)N(C(=O)CNS(=O)(=O)c1ccccc1)c1ccc(OC)cc1 (centres undefined)
-3.0,3.5,COCCCN1C(=O)C(=O)/C(=C(/O)c2ccc3c(c2)CC(C)O3)C1c1cccnc1 (centres undefined)
-19.0,33.0,Cc1cc(CSc2ccccc2)ccc1NC(=O)c1ccc(Cl)c([N+](=O)[O-])c1
-3.8,82.1*,CC1(C)OC(=O)C(=NNc2ccc(O)cc2)C(=O)O1
2.2,0.9,Cc1ccc(C)c(-c2csc(NC(=O)c3cnccn3)n2)c1
-12.2,-7.3,COc1cccc(C(=O)OCC(=O)NC(C)CCc2ccccc2)c1O (centres undefined)
7.9,-3.0,NS(=O)(=O)c1ccc(NC(=O)/C=C/c2cccc(Cl)c2)cc1
-16.4,25.1,CCCN1C(=O)c2ccc(C(=O)Nc3cc(C)on3)cc2C1=O
-28.0,5.5,CC1=CC(C)(C)N2C(=O)C3(C(C#N)=C(N)Oc4cc(C)oc(=O)c43)c3cc(C)cc1c32 (centres undefined)
-0.1,2.2,COc1ccccc1CNC(=O)[C@H](C)NC(=O)C1CCN(C(=O)[C@@H](N)C(C)C)CC1
9.4,-0.7,c1ccc(-c2csc(Nc3cccnc3)n2)nc1
-14.2,11.4,CCN(Cc1nc2cc(OC)c(OC)cc2c(=O)[nH]1)C(=O)c1ccc(S(=O)(=O)N(C)C)cc1
-22.3,2.7,COc1ccc(C2C3=C(CCCC3=O)Nc3c(-c4ccccc4)c(C)nn32)cc1 (centres undefined)
-0.4,26.2,O=C(N/N=C/c1ccccn1)c1cc(-c2ccc(Cl)s2)[nH]n1

# Bioassay records (PubChem BioAssay)
